bCat nuc transl: alters nuclear translocation of beta-catenin in HeLa cells. hit rate 0.3% among 190,000. nuclear translocation activity, % at 5 µM. immunofluorescence imaging. AID 1665;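 active = nuclear translocation activity above 50% at 5 µM, with a well cell count of 50 or more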;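 note: per-cell ratio of nuclear to cytoplasmic median beta-catenin stain intensity; plate controls were DMSO negative control for no effect and GSK-3 inhibitor IX positive control for full effect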
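Signal – beta-catenin immunofluorescence imaging with DAPI · Test system – human HeLa cell line · Dosing – 5 µM primary single dose, 0.1% DMSO, 0.02–20 µM confirmation series · Measure – % activation, nuclear-to-cytoplasmic median beta-catenin signal ratio per cell · Incubation – 24 h compound exposure at 37°C, 5% CO2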
K1F lysis inhibition: inhibition of K1F phage lysis, E. coli UTI89, bacterial capsule biogenesis inhibitors, alamar blue (AID 488966) | E. coli UTI89 K1F phage lysis, alamar blue, 2 h; higher % means a stronger effect | hit rate 0.02% among 340,000 | inhibition, % at 100 µM, or IC50 in µM where a hit was titrated;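 active = phage lysis inhibition, versus mean bacterial control, above a set limit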;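 note: capsule biogenesis inhibitors block K1F phage lysis so surviving cells raise fluorescence; higher fluorescence means more inhibition of phage lysis; actives were called in the ten point dose series up to 300 µM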
M1AAP inhibition: P. falciparum M1AAP inhibitors, biochemical, fluorogenic H-Leu-NHMec substrate, 1536-well (AID 1445). recombinant M1AAP, H-Leu-NHMec fluorogenic kinetic assay; higher % means a stronger effect. one-dose inhibition, % at 30 µM; IC50 in µM for titrated hits. hit rate 0.42% among 220,000;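 active = primary inhibition above the hit cutoff, then over 50% inhibition at one or more dose response concentrations, cut at about 23% in these data, passing the limit was not always enough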;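 note: plate controls were DMSO full reaction for no effect and no enzyme background for full effect; strong numbers were not always called active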
Insulin prom up: MIN6 insulin promoter up-regulation; MIN6 insulin promoter-GFP reporter, high-content imaging; hits give high values; z-score at 5 µM; hit rate 0.3% among 190,000; AID 1625;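 active = z-score above 3 at 5 µM with at least 500 cells counted in the well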
ER stress rescue: protection against thapsigargin-triggered cell killing – 384-well, CSM14.1, ATP luminescence, primary screen (AID 1222); CSM14.1 thapsigargin-induced death rescue, ATP luminescence; higher % means a stronger effect; cellular ATP content (survival), % at 20 µM; hits with a dose series show EC50 in µM; 190,000 tested, under 10 active;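 active = EC50 below 50 µM in the dose-response confirmation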;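 note: death triggered by thapsigargin at about 15 µM added after 2 h compound pretreatment; cell ATP read after overnight thapsigargin exposure of roughly 18 to 22 hours; normalized against plate controls of thapsigargin alone and 5% DMSO vehicle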
Dynein cargo inh: dynein cargo transport inhibition; z-score, hits read low; hit rate 0.47% among 220,000; 3617.4 mouse cells, GR-EGFP nuclear translocation imaging; test concentration mostly 20 µM; stimulated with dexamethasone, 1 µM; hits give low values;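 active = plate z-score of nuclear minus cytoplasmic receptor signal below a set negative limit, without overly bright fluorescence or cell loss, cut at about -3.5 in these data, passing the limit was not always enough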;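 note: z-score of nuclear minus cytoplasmic ring GR-EGFP intensity difference per well; some compounds called inactive have numbers as strong as hits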
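Also added – dexamethasone, 1.0 µM final · Buffer or medium – tet-free, stripped-serum medium · Schedule – induction 48 h, compound 1 h, agonist 30 min · Detection – formaldehyde fixation, Hoechst nuclear stain, 10x automated fluorescence imaging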
MT stabilizer: microtubule stabilizers in HeLa cells; HeLa tubulin immunostaining HCS, 24 h; share of cells brighter than vehicle mean+2SD; % tubulin-high responders, % at 10 µM; hit rate 0.83% among 200,000;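 active = plate Z-score above 3 for both tubulin-high and condensed-nucleus cell shares, with cell loss under 80%, at 10 µM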;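 note: anti alpha tubulin signal scored within the nucleus-defined area of each cell; some results filed as inactive read as strong as hits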
M17LAP inhibition: P. falciparum M17LAP inhibitors, primary screen, biochemical, fluorogenic H-Leu-NHMec substrate, 1536-well (AID 1619); recombinant M17LAP, H-Leu-NHMec fluorogenic kinetic assay; higher % means a stronger effect; one-dose inhibition, % at 30 µM; IC50 in µM for titrated hits; hit rate 0.38% among 220,000;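 active = compound inhibiting the enzyme by more than half at any dose during confirmatory dose-response retesting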;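 note: plate controls were full reaction with DMSO carrier for no effect and no enzyme background for full effect; strong numbers were not always called active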
Autophagy mod: autophagy modulation, high-content screen. calls only at 10 µM (by protocol). AID 463193. hit rate 0.98% among 190,000. MEF GFP-LC3 puncta imaging; test concentration mostly 10 µM;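 active = percentage of spot-positive cells more than 3 SD above its plate mean, without a fluorescence outlier flag or 80% toxicity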;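 note: spot-positive cell cutoff set from DMSO-treated cells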
Dynein cargo inh cytoplasmic EGFP: second read-out of Dynein cargo inh, no call of its own (marks repeat the call); z-score; measured here: cytoplasmic GR-EGFP intensity; hits give high values
Dynein cargo inh nuclear GR-EGFP: second read-out of Dynein cargo inh, no call of its own (marks repeat the call); z-score; measured here: nuclear GR-EGFP intensity;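 lower value marks the stronger effect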
Dynein cargo inh cell count: second read-out of Dynein cargo inh, no call of its own (marks repeat the call); z-score; measured here: cell count per field
Insulin prom up cell count: recorded beside Insulin prom up, whose call it bears; cell count; measured here: cytotoxicity, nuclei count;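 total cells summed across four imaged fields per well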
bCat nuc transl cell count 5 µM: second read-out of bCat nuc transl, no call of its own (marks repeat the call); cell count; measured here: cell count, cytotoxicity flag
MT stabilizer Hoechst-high %: further read-out of MT stabilizer, marked with its call; % Hoechst-high responders; measured here: nuclear condensation Hoechst responders;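 share of cells brighter than vehicle mean plus two SD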
MT stabilizer cytotoxicity %: recorded beside MT stabilizer, whose call it bears; toxicity, %; measured here: cytotoxicity by cell density;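 0% = mean cell density of plate MIN control wells and 100% = no cells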
Autophagy mod cell loss 18 h: second read-out of Autophagy mod, no call of its own (marks repeat the call); toxicity, %; measured here: cell loss, nuclei count;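 cell loss after 18 h compound exposure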
Active calls of the source: *.

What do the screens show for `CN(C)c1ccc(/C=N/NC(=O)c2ccccc2Cl)cc1`?
bCat nuc transl: 76.7*; K1F lysis inhibition: 1.5%; M1AAP inhibition: 6.9%; Insulin prom up: 0.2; ER stress rescue: -1.9%; Dynein cargo inh: 0.174; MT stabilizer: 21.2*; M17LAP inhibition: 19.9%; Autophagy mod: inactive; Dynein cargo inh cytoplasmic EGFP: -0.157; Dynein cargo inh nuclear GR-EGFP: 1.27; Dynein cargo inh cell count: -1.02; Insulin prom up cell count: 1324; bCat nuc transl cell count 5 µM: 249*; MT stabilizer Hoechst-high %: 31.4*; MT stabilizer cytotoxicity %: 53.4*; Autophagy mod cell loss 18 h: 25.6

How did O=C(CO/N=C/c1ccccc1O)N1CCc2ccccc21 do in these assays?
K1F lysis inhibition: 5.5%; M1AAP inhibition: -1.9%; Insulin prom up: 0.09; ER stress rescue: -4.3%; Dynein cargo inh: 0.929; MT stabilizer: 2.5; M17LAP inhibition: 3.5%; Autophagy mod: inactive; Dynein cargo inh cytoplasmic EGFP: 0.0343; Dynein cargo inh nuclear GR-EGFP: 0.115; Dynein cargo inh cell count: -1.09; Insulin prom up cell count: 1234; MT stabilizer Hoechst-high %: 2.9; MT stabilizer cytotoxicity %: 1.0; Autophagy mod cell loss 18 h: 2.9

What do the screens show for `Cc1cc(C)c2c(NC(=O)C3CC3)nn(C)c2n1`?
bCat nuc transl: -4.3; K1F lysis inhibition: -1.5%; M1AAP inhibition: 11.2%; Insulin prom up: 0.09; ER stress rescue: -0.8%; Dynein cargo inh: -0.574; MT stabilizer: 3.1; M17LAP inhibition: 5.5%; Autophagy mod: inactive; Dynein cargo inh cytoplasmic EGFP: -0.307; Dynein cargo inh nuclear GR-EGFP: 0.249; Dynein cargo inh cell count: 0.584; Insulin prom up cell count: 1511; bCat nuc transl cell count 5 µM: 1094; MT stabilizer Hoechst-high %: 3.1; MT stabilizer cytotoxicity %: 9.1; Autophagy mod cell loss 18 h: 13.1

Results for O=C(NCc1ccco1)c1cc(-c2cccnc2)nc2ccc(Cl)cc12 ?
K1F lysis inhibition: 0.4%; M1AAP inhibition: 8.0%; Insulin prom up: -0.73; ER stress rescue: -0.8%; Dynein cargo inh: -0.387; MT stabilizer: 3.4; M17LAP inhibition: -3.9%; Autophagy mod: inactive; Dynein cargo inh cytoplasmic EGFP: -0.168; Dynein cargo inh nuclear GR-EGFP: -0.818; Dynein cargo inh cell count: -0.204; Insulin prom up cell count: 1251; MT stabilizer Hoechst-high %: 1.9; MT stabilizer cytotoxicity %: 7.6; Autophagy mod cell loss 18 h: -8.1

Results for CCCc1cc(Nc2cccc(OC)c2)n2ncnc2n1 ?
bCat nuc transl: 0.2; K1F lysis inhibition: 5.4%; M1AAP inhibition: 5.5%; Insulin prom up: 0.33; ER stress rescue: -2.6%; Dynein cargo inh: 0.0973; MT stabilizer: 2.4; M17LAP inhibition: -1.3%; Autophagy mod: inactive; Dynein cargo inh cytoplasmic EGFP: -0.251; Dynein cargo inh nuclear GR-EGFP: 0.0131; Dynein cargo inh cell count: -0.183; Insulin prom up cell count: 1971; bCat nuc transl cell count 5 µM: 1024; MT stabilizer Hoechst-high %: 2.4; MT stabilizer cytotoxicity %: 22.4; Autophagy mod cell loss 18 h: -2.9

Results for CCOc1ccc(/C(O)=C2/C(=O)C(=O)N(CCOCCO)C2c2ccccn2)cc1 (stereo unspecified) ?
bCat nuc transl: 0.3; K1F lysis inhibition: -0.3%; M1AAP inhibition: 2.2%; Insulin prom up: 0.54; ER stress rescue: -1.5%; Dynein cargo inh: -0.703; MT stabilizer: 4.8; M17LAP inhibition: 25.2%; Autophagy mod: inactive; Dynein cargo inh cytoplasmic EGFP: -0.159; Dynein cargo inh nuclear GR-EGFP: -0.0305; Dynein cargo inh cell count: 0.995; Insulin prom up cell count: 1522; bCat nuc transl cell count 5 µM: 1460; MT stabilizer Hoechst-high %: 2.6; MT stabilizer cytotoxicity %: 5.5; Autophagy mod cell loss 18 h: 8.3

What do the screens show for `COC(=O)c1cc(NC2c3ccccc3C(=O)N2Cc2ccco2)cc(C(=O)OC)c1` (stereo unspecified)?
bCat nuc transl: -5.9; K1F lysis inhibition: 0.0%; M1AAP inhibition: 5.8%; Insulin prom up: -0.15; ER stress rescue: 3.6%; Dynein cargo inh: -0.661; MT stabilizer: 2.4; M17LAP inhibition: -4.6%; Autophagy mod: inactive; Dynein cargo inh cytoplasmic EGFP: -0.137; Dynein cargo inh nuclear GR-EGFP: -0.101; Dynein cargo inh cell count: 0.27; Insulin prom up cell count: 1144; bCat nuc transl cell count 5 µM: 1133; MT stabilizer Hoechst-high %: 4.8; MT stabilizer cytotoxicity %: 10.1; Autophagy mod cell loss 18 h: 1.0

Results for COc1cc2nc(SCc3c(C)noc3C)n(CCC3=CCCCC3)c(=O)c2cc1OC ?
bCat nuc transl: -1.2; K1F lysis inhibition: 0.1%; M1AAP inhibition: 0.4%; Insulin prom up: 2.22; ER stress rescue: -0.3%; Dynein cargo inh: -0.725; MT stabilizer: 38.4*; M17LAP inhibition: -11.4%; Autophagy mod: active; Dynein cargo inh cytoplasmic EGFP: -0.344; Dynein cargo inh nuclear GR-EGFP: -0.211; Dynein cargo inh cell count: 1.13; Insulin prom up cell count: 1105; bCat nuc transl cell count 5 µM: 1210; MT stabilizer Hoechst-high %: 32.0*; MT stabilizer cytotoxicity %: 23.8*; Autophagy mod cell loss 18 h: -7.9*

How did COC(=O)CC1C(=O)NCCN1C(=O)c1sc2ccccc2c1Cl (stereo unspecified) do in these assays?
bCat nuc transl: 0.3; K1F lysis inhibition: -1.0%; M1AAP inhibition: -2.0%; Insulin prom up: 0.44; Dynein cargo inh: -0.182; M17LAP inhibition: 1.2%; Dynein cargo inh cytoplasmic EGFP: 0.284; Dynein cargo inh nuclear GR-EGFP: 0.421; Dynein cargo inh cell count: -0.0595; Insulin prom up cell count: 944; bCat nuc transl cell count 5 µM: 1324

What do the screens show for `Cc1ccc(CN=c2c([N+](=O)[O-])nn(-c3cccc(Cl)c3)n2O)cc1`?
bCat nuc transl: -0.6; K1F lysis inhibition: 0.1%; M1AAP inhibition: 4.3%; ER stress rescue: -3.1%; Dynein cargo inh: -0.451; MT stabilizer: 1.5; M17LAP inhibition: 6.8%; Autophagy mod: inactive; Dynein cargo inh cytoplasmic EGFP: -0.351; Dynein cargo inh nuclear GR-EGFP: -0.214; Dynein cargo inh cell count: 0.822; bCat nuc transl cell count 5 µM: 1033; MT stabilizer Hoechst-high %: 2.8; MT stabilizer cytotoxicity %: 1.2; Autophagy mod cell loss 18 h: 1.1

Results for Cc1cc(=O)n(C(NC(=O)c2ccccc2)C(=O)c2ccccc2)cn1 (stereo unspecified) ?
bCat nuc transl: 0.6; K1F lysis inhibition: 0.2%; M1AAP inhibition: 0.6%; Insulin prom up: 0.39; ER stress rescue: -2.0%; Dynein cargo inh: -0.313; MT stabilizer: 2.2; M17LAP inhibition: 6.0%; Autophagy mod: inactive; Dynein cargo inh cytoplasmic EGFP: -0.233; Dynein cargo inh nuclear GR-EGFP: -0.121; Dynein cargo inh cell count: 0.207; Insulin prom up cell count: 1082; bCat nuc transl cell count 5 µM: 1082; MT stabilizer Hoechst-high %: 2.1; MT stabilizer cytotoxicity %: 7.1; Autophagy mod cell loss 18 h: -3.1

What do the screens show for `Cc1ccc(C)c(S(=O)(=O)NCCOc2nc(NC(C)C)nc(NC(C)C)n2)c1`?
K1F lysis inhibition: 2.3%; M1AAP inhibition: 13.8%; Insulin prom up: -0.16; ER stress rescue: -0.1%; Dynein cargo inh: 0.466; MT stabilizer: 1.3; M17LAP inhibition: -4.6%; Autophagy mod: inactive; Dynein cargo inh cytoplasmic EGFP: -0.357; Dynein cargo inh nuclear GR-EGFP: 0.351; Dynein cargo inh cell count: -0.0243; Insulin prom up cell count: 955; MT stabilizer Hoechst-high %: 1.8; MT stabilizer cytotoxicity %: 10.1; Autophagy mod cell loss 18 h: -17.0

What do the screens show for `CC(=O)C(Cc1cccc(F)c1)(Cc1cccc(F)c1)C(C)=O`?
bCat nuc transl: -3.8; K1F lysis inhibition: -0.1%; M1AAP inhibition: 2.1%; Insulin prom up: -0.15; ER stress rescue: -0.1%; Dynein cargo inh: -0.556; MT stabilizer: 6.1; M17LAP inhibition: 5.5%; Autophagy mod: inactive; Dynein cargo inh cytoplasmic EGFP: -0.25; Dynein cargo inh nuclear GR-EGFP: 0.463; Dynein cargo inh cell count: 0.179; Insulin prom up cell count: 1570; bCat nuc transl cell count 5 µM: 1069; MT stabilizer Hoechst-high %: 3.7; MT stabilizer cytotoxicity %: 7.9; Autophagy mod cell loss 18 h: 8.1
